SENP8 inh – blocks human SENP8 cleavage of Nedd8 substrate; Q96LD8; recombinant SENP8, Nedd8 substrate fluorescence; inhibition, % at 20 µM; 360,000 compounds, 0.64% hits; in the data active = inhibition mostly above about 40%, no sharp cut-off; inactive = mostly below about 27%
Target sequence (Q96LD8 whole entry, looked up): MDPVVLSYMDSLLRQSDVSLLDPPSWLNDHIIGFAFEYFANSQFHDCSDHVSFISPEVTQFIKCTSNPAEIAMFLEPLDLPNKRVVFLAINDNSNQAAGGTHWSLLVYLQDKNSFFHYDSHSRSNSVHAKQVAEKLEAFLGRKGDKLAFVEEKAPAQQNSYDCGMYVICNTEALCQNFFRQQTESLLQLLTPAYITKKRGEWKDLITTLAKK
SENP6 inh – blocks the human protease SENP6 | Recombinant SENP6 catalytic domain, aminoluciferin luminescence | inhibition, % at 10 µM | 330,000 compounds, 1.8% hits;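 active = inhibition above about 50% at the single tested dose, limit read from the data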;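 note: plate controls were DMSO wells with enzyme for no effect and DMSO wells lacking enzyme for full effect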
HKDC1 inhibitor – blocks human hexokinase HKDC1 activity | Q2TB90 | recombinant HKDC1, G6PDH/diaphorase resazurin coupled fluorescence | inhibition, % at 20 µM | 340,000 compounds, 0.16% hits;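 active = inhibition above about 35% when tested at 20 µM, limit read from the data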;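 note: plate controls were DMSO wells with enzyme for no effect and DMSO wells lacking enzyme for full effect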
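Test system: HK5 enzyme. Quantity: 5 µg/mL HK5 final. Reagent: glucose and ATP substrates. Schedule: 90 min reaction incubation at room temperature, dark. Technique: resazurin-to-resorufin fluorescence via G6PDH and diaphorase coupling, 525/613 nm. Control set: DMSO wells with and without enzyme mix.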
MPTP block – permeability transition pore inhibition; isolated mouse mitochondria, Ca2+ swelling absorbance, 30 min; inhibition, % at 10 µM; 360,000 compounds, 1.4% hits;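 active = inhibition of 50% or more, scaled per plate between neutral and stimulator controls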;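 note: 0% = DMSO wells given calcium and 100% = 1 mM EGTA wells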
NR3A LBD binder – NR3A (human) ligand-binding domain modulation; NR3A LBD differential scanning fluorimetry, Tm shift; 0% = protein alone, 100% = glycine-bound protein; Tm shift relative to glycine control, % at 25 µM; 340,000 compounds, 2.5% hits;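 active = melting temperature shift of at least 10% of the positive control shift, at one fixed dose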
ATG4B inhibitor – inhibitors of human ATG4B cysteine protease; 340,000 compounds, 0.51% hits; ATG4B cleavage of LC3-PLA2, NBD-HPC fluorescence, 1 h; inhibition, % at 8.33 µM; Q9Y4P1; in the data active = inhibition above about 40%
Target sequence (Q9Y4P1 whole entry, looked up): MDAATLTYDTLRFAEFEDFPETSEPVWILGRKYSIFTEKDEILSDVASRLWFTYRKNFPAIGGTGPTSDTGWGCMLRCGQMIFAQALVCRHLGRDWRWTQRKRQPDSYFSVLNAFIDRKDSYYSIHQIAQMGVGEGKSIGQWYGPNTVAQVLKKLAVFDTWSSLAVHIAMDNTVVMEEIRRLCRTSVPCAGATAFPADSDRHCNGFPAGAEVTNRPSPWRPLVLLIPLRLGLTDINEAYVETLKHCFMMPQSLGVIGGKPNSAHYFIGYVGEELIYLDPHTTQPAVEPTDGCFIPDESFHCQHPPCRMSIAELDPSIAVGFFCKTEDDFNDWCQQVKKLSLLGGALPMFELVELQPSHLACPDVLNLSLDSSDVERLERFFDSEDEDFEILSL
SENP7 inh – inhibitors of human SENP7 protease. Q9BQF6. inhibition, % at 5 µM. 330,000 compounds, 1.5% hits. recombinant SENP7, Z-RLRGG-aminoluciferin luminescence, 40 min;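 active = inhibition above about 50% at the single test dose, limit read from the data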;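 note: plate controls were DMSO with enzyme for no effect and no enzyme buffer wells for full effect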
Target sequence (Q9BQF6 706-1050 limits assumed): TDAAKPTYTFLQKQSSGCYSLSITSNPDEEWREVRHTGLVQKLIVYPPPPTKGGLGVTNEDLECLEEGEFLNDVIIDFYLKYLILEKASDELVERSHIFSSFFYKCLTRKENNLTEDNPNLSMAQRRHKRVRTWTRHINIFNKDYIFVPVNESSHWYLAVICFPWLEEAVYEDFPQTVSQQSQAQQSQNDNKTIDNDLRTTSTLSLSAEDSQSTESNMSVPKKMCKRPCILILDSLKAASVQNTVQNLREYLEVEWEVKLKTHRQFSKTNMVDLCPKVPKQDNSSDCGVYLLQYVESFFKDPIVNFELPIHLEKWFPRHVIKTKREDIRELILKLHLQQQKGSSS
PfGluPho inh – PfG6PD (Plasmodium falciparum) enzyme inhibition; AID 504690; PfGluPho enzyme, NADPH resazurin-diaphorase fluorescence; inhibition, % at 20 µM; 350,000 compounds, 0.78% hits;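 active = inhibition reaching at least a set limit at 20 µM in the primary screen, cut at about 59% in these data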;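 note: 0% = DMSO wells with substrate and 100% = DMSO wells lacking glucose-6-phosphate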
The depositor's hits bear a star; nt = not tested or not shown.

Each structure is followed by: SENP8 inh	SENP6 inh	HKDC1 inhibitor	MPTP block	NR3A LBD binder	ATG4B inhibitor	SENP7 inh	PfGluPho inh
- O=C(O)Cc1cccc2ccccc12
 : -11	-4	-2	-3.0	3	-12	-4	10
- Cc1onc(-c2c(Cl)cccc2Cl)c1/C(N)=N/OC(=O)C1CC1
 : 7	-8	-3	0.9	0	11	0	-10
- CN(C)S(=O)(=O)N(CC(=O)N1CCN(c2ccccc2F)CC1)c1ccccc1
 : 5	-20	-9	-0.2	-2	5	-9	-17
- COc1ccc(/C=N/NC(=O)c2cc(C)oc2C)cc1OCc1ccccc1
 : 8	5	0	-1.3	-11	3	7	8
- C/C(Nc1ccc(Cl)cc1)=C(/C#N)C(N)=O
 : 11	-5	-6	-1.8	0	-2	1	-6
- Cc1ccc(C(C(=O)NC2CCCCC2)N(C(=O)c2csnn2)C2CC2)o1 (configuration not stated)
 : -6	4	-3	1.0	-1	-8	-6	-16
- Nc1cc(S(=O)(=O)O)cc2ccc(S(=O)(=O)O)cc12
 : -488	nt	11	-0.5	0	-8	nt	51
- COc1ccc(-c2noc(CCC(=O)N(C)c3cccc(C)c3)n2)cc1
 : 26	-9	-5	1.2	-4	-2	-7	-7
- Cc1cc(C(=O)O)n(C(C)(C)C)n1
 : 30	-16	-5	1.2	1	3	1	-5
- CSc1nsc(/C=C/Nc2cccc(Cl)c2)c1C#N
 : -184	67*	2	-19	6	-2	10	4
- O=S(=O)(Cc1ccc(Cl)cc1)Oc1ccc(Cl)cc1
 : 1	nt	2	2.2	-61	5	nt	20
- Cc1ccc2c(c1)N(C)/C(=C/c1cccc[n+]1C)S2
 : 21	10	-4	0.0	2	2	4	-4
- COc1ccc(C2C(C#N)=C(SC)NC3=C2C(=O)CC(C)(C)C3)cc1 (configuration not stated)
 : -230	0	-2	3.3	2	-8	10	13
- COc1ccc(-c2sc3ccc(N4CCOCC4)cc3c2-c2ccc(O)cc2)cc1
 : -176	12	-3	-1.2	-4	-4	4	8
- O=C(N/N=C/c1cc([N+](=O)[O-])ccc1O)C12CC3CC(CC(C3)C1)C2
 : 20	-7	-16	78*	-4	-5	-2	-17
- CCOC(=O)C1(Cc2ccc(OC)cc2)CCN(C(=O)C2CCCO2)CC1 (configuration not stated)
 : 11	-17	-12	2.1	-3	-1	-4	2
- COCCNC(=O)C(c1ccco1)N(C(=O)Cn1nnc2ccccc21)c1cccc(C)c1C (configuration not stated)
 : 2	6	4	1.5	1	-9	2	-16
- Cc1ccc(NC(=O)CC(C)CC(=O)NCc2ccccc2)cc1Cl (configuration not stated)
 : 12	13	4	-0.7	4	2	2	-14
- N#Cc1c(NC(=O)COC(=O)c2ccc(S(=O)(=O)N3CCCC3)cc2)sc2c1CCCCC2
 : 9	-4	3	4.6	-24	-4	1	-27
- C=CCNCc1cccn1-c1sc2c(c1C#N)CCCC2
 : 25	-7	4	3.8	1	2	10	-4
- COc1cc(/C=N/S(=O)(=O)CCc2ccccc2)cc(OC)c1O
 : 17	0	8	7.1	-2	25	-1	6
- O=C(N/N=C/c1ccccc1O)C(=O)N1CCCCCC1
 : -2	-4	-18	0.3	11*	1	-2	-20
- CCOc1ccc(N(CC(=O)NN=C2CCN(C)CC2)S(=O)(=O)c2ccc(Br)cc2)cc1
 : 20	-17	-1	0.6	0	-1	-12	-2
- CCCC(=O)OCC1CN(Cc2ccco2)S(=O)(=O)c2c(F)cccc2O1 (configuration not stated)
 : -1	nt	-4	-0.6	3	-6	nt	12
- CCOC(=O)c1[nH]c(C)c(C(=O)NCc2ccccn2)c1C
 : 8	-29	-9	2.4	0	-8	-7	-6
- O=C(CCC(=O)N1CCOCC1)c1ccc(F)cc1
 : 8	-1	-4	-1.3	-1	-7	0	14
- COc1ccc(OCC(=O)Nc2cc(NC(=O)COc3ccc(OC)cc3)cc(C(=O)O)c2)cc1
 : 14	0	0	0.8	0	-8	-4	-17
- COc1ccc(NC(=O)CN(C)C(=O)c2ccc(N3CCCC3)c([N+](=O)[O-])c2)cc1
 : 32	-4	-7	-1.6	1	-9	-5	-3
- COc1ccc(-n2c(SCC(=O)N/N=C/c3ccccc3OCC(=O)O)nc3ccccc3c2=O)cc1
 : 30	-8	-3	4.3	-1	14	2	-15
- COC(=O)c1ccc(Cn2c(C)cc(C)[n+]2C)o1
 : 22	-12	-6	-0.1	2	7	4	-8

(listing goes on)
Each structure is followed by: SENP8 inh	SENP6 inh	HKDC1 inhibitor	MPTP block	NR3A LBD binder	ATG4B inhibitor	SENP7 inh	PfGluPho inh
- CCN(Cc1ccncc1)Cc1ccc(Br)cc1
 : 2	4	-3	0.6	1	-2	2	15
- Clc1nssc1=Nc1ccccc1
 : 20	nt	-19	-2.7	5	-3	nt	77*
- Cc1ccc(S(=O)(=O)N2[C@@H](c3ccc(C#N)cc3)C(C(=O)O)=C[C@H]2C(C)(C)C)cc1
 : 3	-14	0	0.8	4	2	-9	-31
- CCCC(=O)OCC(=O)Nc1ccc(N=Nc2ccccc2)cc1
 : 32	nt	-4	2.6	-16	1	nt	4
- Cc1ccc2c(CC(=O)NCC3COc4ccccc4O3)coc2c1 (configuration not stated)
 : -7	-12	-1	-1.1	-10	-7	3	-6
- CCN(CC)S(=O)(=O)c1cccc(C(=O)N/N=C/c2c(C)nn(-c3ccccc3)c2Cl)c1
 : 7	-7	1	-0.8	0	-12	1	3
- Cc1ccc(CNC(=O)C(OC(=O)c2ccco2)C(C)C)cc1 (configuration not stated)
 : 15	-24	1	-2.2	1	3	4	5
- Cc1cc(NC(=O)c2cnn3c(C(F)(F)F)cc(-c4ccccc4)nc23)no1
 : -57	-31	0	2.4	-1	-8	8	3
- CC(C)(C)NC(=O)C(c1ccco1)N(C(=O)c1csnn1)c1ccccc1 (configuration not stated)
 : 23	1	4	-2.5	-2	5	5	-8
- CCN(CC(=O)Nc1ccccc1C(F)(F)F)C(=O)CCc1nc2ccccc2c(=O)[nH]1
 : -2	17	0	0.5	1	-1	7	-19
- Cc1nc(NNC(=O)c2ccc([N+](=O)[O-])cc2)cc(-c2ccccc2)n1
 : 17	-12	-10	2.8	-8	2	0	4
- O=C(Nc1ccccc1Cl)c1cccc(NC(=O)c2cccs2)c1
 : -3	-15	-18	-0.1	-3	13	-6	12
- Cc1cccc(C(=O)Nc2onc(C)c2C#N)c1
 : 14	8	-6	1.5	4	-6	-1	-15
- CCCCNC(=O)c1nn2c(C(F)(F)F)cc(-c3ccccc3)nc2c1Br
 : -26	25	-2	0.2	4	5	0	0
- O=C(OCCN1C(=O)c2ccccc2C1=O)c1cccc(OC(F)F)c1
 : 7	2	4	-2.4	3	4	0	-6
- O=C(CCCO)CCCCCCCCC[C@H]1N[C@H](CO)[C@@H](O)[C@@H]1O
 : 10	-7	-7	-0.5	-5	0	2	0
- COc1cc(OC)cc(C(=O)N[C@H](C(=O)OCC(=O)Nc2sccc2C#N)C(C)C)c1
 : -1	-36	-3	0.8	-2	-7	1	-19
- Cc1nc(C)n(C(C)CNC(=O)c2cccc(Br)c2)n1 (configuration not stated)
 : 12	-1	-3	1.4	6	-8	4	-10
- C[C@]12c3[nH]c4ccccc4c3CCN1C(=O)C(CC(=O)NCCc1ccccn1)C[C@@H]2C(=O)N1CCOCC1 (some centres not stated)
 : 6	-16	-4	-0.3	0	-4	5	7
- CSc1ccc(CN(C)C(=O)CN2C(=O)NC3(CCCC3)C2=O)cc1
 : 11	-8	-4	0.2	0	-1	10	-9
- CC1(OC(=O)CCc2ccccc2)C(=O)C=C2C=C(c3ccc(C#N)cc3)N(C3CCCCC3)C=C2C1=O (configuration not stated)
 : -56	14	21	-0.9	-2	-8	0	75*
- CCOC(=O)N1CCC(NC(=O)CS(=O)Cc2nc(-c3ccc(OC)c(OC)c3)oc2C)CC1 (configuration not stated)
 : 7	-2	-6	1.6	0	-1	-6	9
- COc1ccc(C(=O)OCC(=O)NCCCc2ccccc2)cc1[N+](=O)[O-]
 : 18	14	-2	-0.9	2	-8	0	-4
- Cc1ccc(NC(=O)CN2CCN(CCN=CC3=C(O)CC(C)(C)CC3=O)CC2)cc1
 : 17	14	-2	-0.4	0	-1	8	1
- CCOc1ccc(C(=O)OCC(=O)NC(C)C)cc1
 : 13	-4	0	-0.7	0	-8	6	16
- CCc1ccc(CN(C)C(=O)c2cc(COc3cccc4cnccc34)on2)cc1
 : -22	3	6	99*	-13	9	7	4
- O=C(Cc1ccccc1F)Nc1cccc2cccnc12
 : 7	-15	3	-0.6	0	-5	2	-6
- O=C(Nc1ccccc1N1CCCCC1)c1ccc(F)cc1
 : 19	-12	-5	-2.3	2	13	1	12
- O=C1CCCC(O)=C1C=Nc1cccc(C(F)(F)F)c1
 : -6	-21	-2	2.3	-1	-4	-2	1
- CCCCNCCCOc1cccc(Cl)c1
 : 18	-4	-15	-0.6	-2	0	-6	6

Entries from the list above containing a CF3 group (four):
Each structure is followed by: SENP8 inh	SENP6 inh	HKDC1 inhibitor	MPTP block	NR3A LBD binder	ATG4B inhibitor	SENP7 inh	PfGluPho inh
- Cc1cc(NC(=O)c2cnn3c(C(F)(F)F)cc(-c4ccccc4)nc23)no1
 : -57	-31	0	2.4	-1	-8	8	3
- CCN(CC(=O)Nc1ccccc1C(F)(F)F)C(=O)CCc1nc2ccccc2c(=O)[nH]1
 : -2	17	0	0.5	1	-1	7	-19
- CCCCNC(=O)c1nn2c(C(F)(F)F)cc(-c3ccccc3)nc2c1Br
 : -26	25	-2	0.2	4	5	0	0
- O=C1CCCC(O)=C1C=Nc1cccc(C(F)(F)F)c1
 : -6	-21	-2	2.3	-1	-4	-2	1

Remaining list, next part.
Each structure is followed by: SENP8 inh	SENP6 inh	HKDC1 inhibitor	MPTP block	NR3A LBD binder	ATG4B inhibitor	SENP7 inh	PfGluPho inh
- Cc1ccc(CCNC(=O)c2ccc3nc4ccccc4c(=O)n3c2)cc1
 : -264	-3	7	3.5	-24	-5	-6	4
- COc1cc(NC(=O)COC(=O)CNC(=O)C2CCCCC2)cc(OC)c1
 : -3	-6	-4	-1.9	2	-10	-1	-4
- CCC(=O)Nc1ccc2c(c1)nc(CCN1CCN(c3ccccc3)CC1)n2C
 : 6	-11	1	2.0	2	2	3	-4
- Cn1ccc(C(=O)OCC(=O)Nc2ccccc2)n1
 : 3	-2	4	-0.5	-4	-16	-5	-7
- CCN1CCCC1CN(Cc1cc2ccc(C)cc2[nH]c1=O)C(=S)Nc1ccccc1OC (configuration not stated)
 : -21	-1	-11	-1.5	-3	-4	-5	-6
- COc1ccc(OC)c(NC(=O)c2oc3ccccc3c2NC(=O)C2CC2)c1
 : -334	-9	1	1.4	1	3	-1	-13
- COc1cc(C2/C(=C(/O)c3ccc(F)cc3)C(=O)C(=O)N2CCCC(=O)O)ccc1O (configuration not stated)
 : 10	-13	-2	-0.9	2	-11	-10	-8

High-throughput results deposited in PubChem BioAssay by Sanford-Burnham Center for Chemical Genomics.
